Assay outcomes: PubChem, NCI
All columns: NCI-60 one-dose screen, growth in % after 48 h at 10 µM unless noted; 100 = growth as untreated, 0 = no growth, -100 = all killed.
CCRF-CEM = CCRF-CEM leukemia. actives 7% (n = 77,000)
SR = SR leukemia cells | actives 8.7% (n = 73,000) | AID 1794780
RPMI-8226 = RPMI-8226 leukemia cells. actives 7.5% (n = 77,000). AID 1794781
HOP-92 = HOP-92 NSCLC cells. actives 6.3% (n = 71,000). AID 1794738
MOLT-4 = MOLT-4 leukemia cells; actives 6.9% (n = 80,000)
HOP-62 = HOP-62 NSCLC | actives 3.9% (n = 80,000)
EKVX = EKVX NSCLC | actives 3% (n = 71,000)
A549/ATCC = A549/ATCC NSCLC; actives 3.7% (n = 81,000)
* marks the source's active call; other numbers are inactive results; nt = no result given; & = joins results of further samples. Rule for the calls: active = growth percent below 10; inactive = the rest.

1: O=C1/C(=C/c2cccs2)SC(=S)N1C1c2ccccc2Oc2ccccc21
2: COc1ccc(Cc2cc(-c3ccccc3)nn(CC(=O)c3ccccc3)c2=O)cc1OC
3: O=[N+]([O-])CC(c1ccccc1Cl)c1c[nH]c2ccccc12 (stereo not given)
4: Cc1ccc(-c2csc3nc(C)c(CCNc4ccc(S(=O)(=O)N=C(N)N)cc4)c(=O)n23)cc1
5: CCC1(CC)NC(=O)c2c(c3ccc(Cl)c(Cl)c3n2C)C1C#N (stereo not given)
6: Cc1ccc(OCc2ccccc2Br)cc1
7: O=C1CC(N2C(=O)CSC2=S)C(=O)N1c1ccc(O)cc1 (stereo not given)
8: COC1OC2COC(c3ccccc3)OC2C(N)C1O (stereo not given)

entry no.,1,2,3,4,5,6,7,8
CCRF-CEM,98,96,74,94,19,101,109,104
SR,80,91,36,95,5.9*,112,110,102
RPMI-8226,105,92,78,95,89,94,109,100
HOP-92,90,68,87,71,62,73,107,99
MOLT-4,84,84,76,99,4.7*,113,107,106
HOP-62,84,90,78,94,81,88,105,87
EKVX,96,116,80,nt,96,98,101,98
A549/ATCC,94,85,81,98,89,91,108,91

Part of the list above in order of heavy-atom count, lowest first:
6: Cc1ccc(OCc2ccccc2Br)cc1
8: COC1OC2COC(c3ccccc3)OC2C(N)C1O (stereo not given)
3: O=[N+]([O-])CC(c1ccccc1Cl)c1c[nH]c2ccccc12 (stereo not given)
5: CCC1(CC)NC(=O)c2c(c3ccc(Cl)c(Cl)c3n2C)C1C#N (stereo not given)
1: O=C1/C(=C/c2cccs2)SC(=S)N1C1c2ccccc2Oc2ccccc21
4: Cc1ccc(-c2csc3nc(C)c(CCNc4ccc(S(=O)(=O)N=C(N)N)cc4)c(=O)n23)cc1

entry no.,6,8,3,5,1,4
CCRF-CEM,101,104,74,19,98,94
SR,112,102,36,5.9*,80,95
RPMI-8226,94,100,78,89,105,95
HOP-92,73,99,87,62,90,71
MOLT-4,113,106,76,4.7*,84,99
HOP-62,88,87,78,81,84,94
EKVX,98,98,80,96,96,nt
A549/ATCC,91,91,81,89,94,98

Next compounds.
9: COc1ccc(C(=O)NC(=O)Nc2ccc3c(c2)NC(=O)/C3=C\c2[nH]c(C)c(CC(=O)O)c2C)cc1
10: Nc1ccccc1-c1nnc(CCC(=O)c2nc3ccccc3[nH]2)o1
11: COc1ccc(C(=O)Cn2c(=O)cc(C#N)c3c4cccnc4ccc32)cc1
12: COc1ccc(CSc2nc3cc(OC)c(OC)cc3c(=O)n2-c2ccccc2)cc1
13: O=C1CCc2ccc(OCc3cn(Cc4cc(=O)oc5c4ccc4ccccc45)nn3)cc2N1
14: CCOC(=O)c1c(C)nc2c(c1N)/C(=C/c1ccc(OC)cc1)C(=O)N2Cc1ccccc1
15: COC(=O)N/N=C/c1coc2ccc(Cl)cc2c1=O
16: Cc1nn(-c2ccccc2)c(-n2ccnc2)c1/C=N/NC(N)=S

entry no.,9,10,11,12,13,14,15,16
CCRF-CEM,95,82,73,95,104,49,91,103
SR,87,nt,82,93,85,22,54,116
RPMI-8226,97,71,97,99,102,5.6*,60,108
HOP-92,92,nt,85,78,76,45,1.2*,82
MOLT-4,110,82,90,108,104,16,84,101
HOP-62,93,91,91,103,50,58,75,93
EKVX,88,91,99,nt,103,76,85,33
A549/ATCC,91,96,89,102,94,63,103,103

17: O=[N+]([O-])c1cccc(C2Nc3nc4ccccc4nc3-c3c2sc2c(F)cccc32)c1 (stereo not given)
18: c1ccc(-c2nn[nH]n2)cc1
19: CC(C)NCCCCCNc1cc(O)cc2cccnc12
20: CC(C)[C@H](CO)Nc1nc(Nc2ccc(C(=O)NCCNS(=O)(=O)c3cccc4c(N(C)C)cccc34)c(Cl)c2)c2ncn(C(C)C)c2n1
21: COC(=O)/C(CCC=C(C)C)=C1\[C@@H](OC(C)=O)C[C@@]2(C)[C@H]1CC(=O)N[C@H]1[C@@]3(C)CCNC(=O)[C@@H](C)[C@@H]3CC[C@@]12C
22: CCCCCCCCOC(=O)c1cc(O)c(O)c(O)c1
23: CC(C)(C)c1cccc(C(=O)O)c1
24: COc1cccc(-c2cn3cc(Cl)sc3n2)c1

entry no.,17,18,19,20,21,22,23,24
CCRF-CEM,69,103,94,-1.7*,104,37,106,86
SR,90,103,22,-11*,103,25,98,80
RPMI-8226,64,105,67,-42*,98,42,103,99
HOP-92,91,nt,-8.8*,-9.2*,106,65,85,86
MOLT-4,91,106,16,-12*,99,26,92,64
HOP-62,95,112,71,1.9*,106,67,98,96
EKVX,81,98,-8.8*,nt,98,115,109,112
A549/ATCC,95,115,123,0.6*,106,87,71,108

25: Cc1ccc(/C=C(\C#N)c2cc3ccccc3[nH]2)cc1
26: CN1CCN(C(=O)CSc2nnc(Cn3c(C(F)(F)F)nc4ccccc43)o2)CC1
27: O=C(CCl)Nc1ccc2c(c1)C(=O)c1ccccc1C2=O
28: CCC(C)[C@H](NC(=O)[C@H](CC(=O)O)NC(=O)[C@@H](NC(=O)[C@@H](NC(=O)[C@H](Cc1c[nH]c2ccccc12)NC(=O)[C@H](Cc1cnc[nH]1)NC(=O)[C@@H](N)CO)C(C)(C)C)C1CCCCC1)C(=O)O (stereo not given in full)
29: NS(=O)(=O)c1ccc(N=Nc2c(O)[nH]c3c(F)cccc23)cc1
30: O=C(c1c[nH]c2ccccc12)c1n[nH]c(=S)n1-c1cccc(Br)c1
31: Cc1cc(O)c([N+](=O)[O-])c(C)c1Cl
32: O=C(O)c1ccc2c(c1)C(=O)N(CCc1ccccc1)C2=O

entry no.,25,26,27,28,29,30,31,32
CCRF-CEM,46,101,-46*,101,90,91,108,91
SR,16,105,-10*,106,97,77,100,101
RPMI-8226,60,112,-59*,110,97,84,102,95
HOP-92,51,nt,nt,98,94,84,91,86
MOLT-4,31,97,-29*,112,107,90,105,94
HOP-62,49,94,20,94,99,82,100,92
EKVX,75,104,57,105,95,71,104,91
A549/ATCC,49,90,76,92,98,86,101,94

33: CCC(=O)N/N=C/C=N/NC(=O)c1ccncc1
34: COC(=O)c1ccc(NC(N)=NCCC(C)(C)c2ccc(C(F)(F)F)cc2)nc1
35: O=C(Nc1ccc(S(=O)(=O)O)cc1)c1ccccc1
36: CC(C)(C)Nc1c(-c2c3ccccc3cc3ccccc23)nc2ccccn12
37: CCN(CC)CCNc1ccc(C)c2sc3cc(C)ccc3c(=O)c12
38: O=C1c2ccccc2C(=O)c2c1cccc2-n1nnc2ccccc21
39: COCCOCn1c(NN(C)C)c(C#N)c2c(N)ncnc21
40: COC(=O)C1CCCC2(C1)OCCO2 (stereo not given)

entry no.,33,34,35,36,37,38,39,40
CCRF-CEM,101,34,111,62,34,81,99,104
SR,109,-22*,89,nt,6.9*,104,51,nt
RPMI-8226,99,-49*,120,55,10,60,113,111
HOP-92,94,39,89,45,25,nt,93,95
MOLT-4,112,4.2*,112,45,31,96,92,101
HOP-62,nt,64,95,65,63,101,110,84
EKVX,nt,20,102,70,81,112,98,97
A549/ATCC,104,54,92,49,56,116,112,103

Looked up above:
CCRF-CEM with #8 is entered as 104
EKVX with #26 is entered as 104
MOLT-4 with #30 is entered as 90
HOP-62 with #18 is entered as 112

A second format for part of the listing above.
38) O=C1c2ccccc2C(=O)c2c1cccc2-n1nnc2ccccc21
  CCRF-CEM: 81	SR: 104	RPMI-8226: 60	HOP-92: nt	MOLT-4: 96	HOP-62: 101	EKVX: 112	A549/ATCC: 116
39) COCCOCn1c(NN(C)C)c(C#N)c2c(N)ncnc21
  CCRF-CEM: 99	SR: 51	RPMI-8226: 113	HOP-92: 93	MOLT-4: 92	HOP-62: 110	EKVX: 98	A549/ATCC: 112
40) COC(=O)C1CCCC2(C1)OCCO2 (stereo not given)
  CCRF-CEM: 104	SR: nt	RPMI-8226: 111	HOP-92: 95	MOLT-4: 101	HOP-62: 84	EKVX: 97	A549/ATCC: 103

Carrying on:
41: CC(C)CNCC(O)Cc1ccccc1 (stereo not given)
42: Cc1ccc(N[C@H]2[C@H]3OC(C)(C)O[C@H]3[C@@H](C3COC(C)(C)O3)O[P@]2(=O)c2ccccc2)cc1 (stereo not given in full)
43: COc1cccc(-c2cc(-c3cccc(Cl)c3)c(C#N)c(=O)[nH]2)c1
44: O=C(O)c1cc(S(=O)(=O)O)ccc1O
45: COc1ccc(N2CCN(c3ncnc4c3c(C)nn4-c3ccc(F)cc3)CC2)cc1
46: CCOP(=O)(OCC)C(NC(=O)Cc1ccccc1)C(=O)N1CCC(O)CC1 (stereo not given)
47: O=C(Nc1cccc([N+](=O)[O-])c1)N1CCCC1
48: CC1CN(Cc2ccccc2)C(=S)N(c2ccccc2)C1=O (stereo not given)

entry no.,41,42,43,44,45,46,47,48
CCRF-CEM,99,111,28,123,99,100,102,111
SR,88,107,46,nt,91,100,102,125
RPMI-8226,105,106,64,110,94,98,105,nt
HOP-92,112,81,52,71,95,101,97,114
MOLT-4,80,117,65,104,97,102,99,96
HOP-62,88,109,69,103,98,108,98,88
EKVX,98,98,90,102,93,97,107,97
A549/ATCC,91,96,71,92,104,105,88,133

49: CCN(CC)CC(O)c1ccc2ccc3ccccc3c2c1 (stereo not given)
50: CS(=O)(=O)c1ccccc1
51: C[C@]12CC[C@H]3[C@@H](CC=C4C[C@@H](O)CC[C@@]43C)[C@@H]1C[C@H](O)C2
52: O=C(O)/C=C/C(=O)Nc1ccccc1
53: C[C@H]1C=C(C[C@H](O)CC#CC#CCCCCC[C@@H](O)[C@H]2CCC(=O)O2)C(=O)O1
54: O=C(CCl)OCCCOCCCOc1ccccc1
55: COc1cc(/C=C2\CCCC3=C2N=C2SC(C)=CN2C3c2cc(OC)c(OC)c(OC)c2)cc(OC)c1OC (stereo not given)
56: Cc1ccc(S(=O)(=O)N=S(C)C)cc1

entry no.,49,50,51,52,53,54,55,56
CCRF-CEM,116,104,82,102&99,95,103,1.4*,98
SR,87,109,87,104&84,81,114,0.1*,88
RPMI-8226,95,112,75,113&105,102,109,-17*,107
HOP-92,63,nt,94,103,87,112,55,126
MOLT-4,108,119,85,100&94,95,103,1.0*,87
HOP-62,96,90,106,113,101,96,-20*,101
EKVX,nt,103,75,120,105,101,20,nt
A549/ATCC,105,96,89,104&104,111,105,-23*,99

57: O=[N+]([O-])c1cnc2ccccc2c1N[C@@H](CO)c1ccccc1
58: C=C(C)[C@@H]1CC[C@]2(COC(=O)CCC(=O)NN)CC[C@]3(C)[C@H](CC[C@@H]4[C@@]5(C)CC[C@H](OC(C)=O)C(C)(C)[C@@H]5CC[C@]43C)[C@@H]12
59: CC(C)c1ccc(S(=O)(=O)NC2=CN3CC=CCC3CC2=O)cc1 (stereo not given)
60: CCCCCOc1ccc(/C=N/Nc2cc(C)nc3ccc(Br)cc23)cc1
61: CC(C)(C)OC[C@@H]1N=C(c2ccc(Br)cc2)Nc2nc3ccccn3c2C1=O
62: O=C(/C=C/c1cc2ccccc2[nH]c1=O)c1ccc2c(c1)OCO2
63: FC(F)(F)C(F)(F)c1nc2nc(Cl)c(Cl)nc2[nH]1
64: Clc1cc(Cl)c2c(c1)C=C1CCCC3=Cc4cc(Cl)cc(Cl)c4OC13O2

entry no.,57,58,59,60,61,62,63,64
CCRF-CEM,98,102,105,3.5*,68,nt,100,45
SR,102,113,nt,-9.5*,35,53,108,63
RPMI-8226,98,102,96,-8.3*,67,nt,105,79
HOP-92,75,96,86,70,nt,nt,81,56
MOLT-4,102,101,nt,-22*,54,66,106,81
HOP-62,93,101,86,58,54,98,100,105
EKVX,91,105,93,76,82,96,108,89
A549/ATCC,100,97,86,2.4*,52,93,91,101

65: O=c1[nH]c2ccccc2c(O)c1C(c1ccc(Cl)cc1)c1c(O)c2ccccc2[nH]c1=O
66: C#Cc1ccccc1NC(=O)c1sc2nc3c(cc2c1N)CCCCCC3
67: COc1ccccc1N/N=C/c1ccc([N+](=O)[O-])cc1
68: CC(C(=O)c1c([O-])on[n+]1-c1ccccc1)n1cnnc1 (stereo not given)
69: Nc1n[nH]c2cccc(C#Cc3cccc(NC(=O)c4cccc(C(F)(F)F)c4)c3)c12
70: c1ccc(-c2nc(-c3ccccc3)nc(-c3ccccc3)n2)cc1
71: FC(F)(F)c1cc(NC2=NCCN=C(Nc3cc(C(F)(F)F)cc(C(F)(F)F)c3)SS2)cc(C(F)(F)F)c1
72: Cc1ccc(-c2nc(SCC(=O)c3ccccc3)c(S(=O)(=O)c3ccccc3)[nH]2)cc1
73: COCCOC(=O)NC(=O)Nc1ccc(C(=O)c2ccc(Cl)cc2)cc1

entry no.,65,66,67,68,69,70,71,72,73
CCRF-CEM,100,61,86,103,29,77,29,100,19
SR,107,12,79,80,27,nt,1.9*,104,22
RPMI-8226,100,56,102,107,29,66,6.8*,82,19
HOP-92,78,68,nt,98,-4.2*,nt,0.5*,81,33
MOLT-4,108,67,87,85,27,103,51,81,33
HOP-62,80,77,98,100,28,103,75,100,28
EKVX,94,70,95,nt,65,102,nt,92,31
A549/ATCC,96,51,93,94,43,107,49,84,42

Single records (already shown). Order of screens: CCRF-CEM	SR	RPMI-8226	HOP-92	MOLT-4	HOP-62	EKVX	A549/ATCC
Record of `O=c1[nH]c2ccccc2c(O)c1C(c1ccc(Cl)cc1)c1c(O)c2ccccc2[nH]c1=O` → 100	107	100	78	108	80	94	96
Record of `Cc1ccc(-c2nc(SCC(=O)c3ccccc3)c(S(=O)(=O)c3ccccc3)[nH]2)cc1` → 100	104	82	81	81	100	92	84
